Compound activity: PubChem, National Center for Advancing Translational Sciences (NCATS)
B2AR arrestin: beta2AR (human) beta-arrestin recruitment activity. P07550. beta-arrestin recruitment to beta2AR, cell-based reporter. Potency, µM (highest dose often 46.1 µM), for inactives: at the top dose activation, hits mostly activators. 0.02% of 330,000 active. AID 492947;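 also: potency is read from the fitted curve at half-maximal effect; 0% = DMSO controls and full agonism = EC100 isoproterenol or metaproterenol; nearly all actives have a fitted effect of over 65% in size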
USP2a inh: USP2a (human) protease inhibition | O75604 | USP2 core, Ub-CHOP2 coupled fluorogenic reporter, 485/531 | Potency, µM (top dose mostly 38.3 µM), inactives show at the top dose activity change, negative = inhibition, actives largely listed as inhibitors | 0.01% of 330,000 active | AID 463254;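 also: potency is read from the fitted curve at half-maximal effect; plate controls were DMSO wells for no effect and full inhibition by NEM control for full effect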
Target sequence (O75604 whole entry, looked up): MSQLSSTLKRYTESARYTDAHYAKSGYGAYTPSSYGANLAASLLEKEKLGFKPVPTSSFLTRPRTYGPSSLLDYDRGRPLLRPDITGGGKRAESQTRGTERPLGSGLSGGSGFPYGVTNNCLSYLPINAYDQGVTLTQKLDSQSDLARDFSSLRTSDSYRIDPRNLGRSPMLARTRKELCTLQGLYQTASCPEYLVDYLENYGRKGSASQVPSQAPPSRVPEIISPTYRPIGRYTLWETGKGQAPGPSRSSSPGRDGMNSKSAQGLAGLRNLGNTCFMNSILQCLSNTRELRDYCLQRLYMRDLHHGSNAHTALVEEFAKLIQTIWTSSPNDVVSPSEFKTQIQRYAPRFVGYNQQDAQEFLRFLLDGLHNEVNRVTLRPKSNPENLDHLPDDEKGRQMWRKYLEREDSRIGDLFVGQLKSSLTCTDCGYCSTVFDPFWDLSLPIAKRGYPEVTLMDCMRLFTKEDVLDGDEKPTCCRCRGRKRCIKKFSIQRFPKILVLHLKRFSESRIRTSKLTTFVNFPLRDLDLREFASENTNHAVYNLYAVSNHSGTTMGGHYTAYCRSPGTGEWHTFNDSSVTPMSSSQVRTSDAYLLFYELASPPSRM
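Cell-free coupled assay: 10nM USP2 core preincubated 30min RT with compound in Tris-HCl pH 8.0/CaCl2/CHAPS buffer, then 25nM Ub-CHOP2 and 25nM reporter substrate; fluorescence (Ex 485/Em 531) read after 60min RT, normalized to NEM inhibition, concentration-response curves fitted.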
TCR activator: T cell receptor activation; primary human leukocytes, anti-CD3, IL-2 HTRF, 48 h; AID 504894; 330,000 tested, under 10 active; Potency, µM (highest dose often 9.22 µM), inactives show at the top dose activation of IL-2 secretion, usual class: activators; also: % of control where 0% means no effect
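1) Mix primary human leukocytes, a-CD3 beads and compound. 2) Incubate 48 hr. 3) Add HTRF IL-2 reagents (a-IL-2-K, a-IL-2-d2).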
uPA surface inh: blocks generation of uPA at the cell surface; cell surface uPA generation assay, qHTS; Potency, µM (series often up to 38.3 µM), inactives show at the highest dose activity change, negative = inhibition, actives largely listed as inhibitors; 0.31% of 330,000 active; active = well fitted inhibition curve with a large enough effect; inconclusive = small, poorly fitted or top-dose-only effect; inactive = no such curve, though single readings can be large or run the other way; tested in mouse RAW 264.7 cells; also: potency is read from the fitted curve at half-maximal effect; % is scaled to controls: 0 for no effect and ±100 for the full control effect; nearly all actives have a fitted effect of over 55% in size
Eya2 inh: inhibitors of human Eya2 phosphatase activity | 0.006% of 330,000 active | recombinant Eya2, OMFP fluorescence dephosphorylation (OMFP is methylfluorescein phosphate) | Potency, µM (top dose mostly 76.9 µM), without a hit: at the highest dose activity, negative = inhibition, actives largely listed as inhibitors; also: potency is read from the fitted curve at half-maximal effect; % is scaled to controls: 0 for no effect and ±100 for the full control effect
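Eya2 protein (added as 0.2 uM solution) was preincubated with compound for 10 min at ambient temperature in 50 mM HEPES pH 7.5, 50 mM NaCl, 5 uM MgCl2, 0.05% BSA, 1 mM DTT. OMFP (added at 50 uM) then reacted 10 min; fluorescence read at 485/525 nm.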
TSHR antag: antagonists of human thyroid stimulating hormone receptor | activity change, negative = inhibition, % at 11.5 µM | 0.2% of 330,000 active | TSHR-expressing cells, TSH-stimulated cAMP HTRF, 2 h; stronger effect = lower value | P16473;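 active = activity change below a set negative limit, meaning inhibition stronger than a set level, cut at about -70% in these data; inconclusive = activity change between two set negative limits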; also: % is scaled to controls: 0 for no effect and ±100 for the full control effect
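Freshly harvested TSHR cells receive pin-tooled compound, then EC80 TSH at 4nM final. After 2 hours at 37 deg C, antibody in lysis buffer and cAMP-d2 are added; 30 minutes at ambient temperature precede the HTRF read.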
Tb PFK block: inhibitors of T. brucei phosphofructokinase. 0.17% of 330,000 active. O15648. Potency, µM (doses to about 57.5 µM), for the others: at the top dose activity, negative = inhibition, hits mostly inhibitors. T. brucei PFK, ADP-Glo luminescence;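 also: potency is read from the fitted curve at half-maximal effect; 0% = uninhibited 1x PFK enzyme wells and -100% = no-enzyme wells; nearly all actives have a fitted effect of over 60% in size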
Target sequence (O15648 whole entry, looked up): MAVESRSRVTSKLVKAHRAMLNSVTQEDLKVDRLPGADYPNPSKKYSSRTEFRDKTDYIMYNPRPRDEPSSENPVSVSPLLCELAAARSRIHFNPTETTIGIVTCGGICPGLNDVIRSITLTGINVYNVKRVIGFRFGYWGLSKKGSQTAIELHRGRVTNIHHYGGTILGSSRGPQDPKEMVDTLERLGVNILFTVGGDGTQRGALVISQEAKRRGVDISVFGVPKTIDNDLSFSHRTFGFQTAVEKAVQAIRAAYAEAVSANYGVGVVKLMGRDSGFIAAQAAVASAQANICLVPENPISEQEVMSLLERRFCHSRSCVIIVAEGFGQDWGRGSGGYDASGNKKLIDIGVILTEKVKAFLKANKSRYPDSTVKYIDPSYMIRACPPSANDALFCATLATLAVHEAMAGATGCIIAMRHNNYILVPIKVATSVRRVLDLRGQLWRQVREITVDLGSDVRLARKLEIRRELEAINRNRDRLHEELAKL
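1.25 nM PFK with 0.5 mM F6P and 0.1 mM ATP in 0.1 M TEA pH 8.0, 5 mM MgCl2, incubated 45 min at room temperature; ADP measured by ADP-Glo luminescence; compounds titrated up to 57 uM.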
Mito fusion yeast: blocks mitochondrial division or promotes mitochondrial fusion; S. cerevisiae fusion-defective mutant growth rescue, CellTiterGlo 48 h; Potency, µM (top dose mostly 46.1 µM), without a hit: at the top dose growth rescue (activation), hits mostly activators; 0.23% of 320,000 active; AID 485298;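 also: potency is read from the fitted curve at half-maximal effect; % of control where 0% means no effect; nearly all actives have a fitted effect of over 45% in size; temperature-sensitive fusion mutants such as fzo1-1 at 37 °C on non-fermentable ethanol glycerol medium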
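Read-out: ATP-based luminescence (CellTiterGlo, 10 min ambient) reporting growth of fusion-defective ts yeast after 48 hours at 37C on glycerol/ethanol YPEG medium in the presence of compound.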
BCR signal inh: blocks chronic active B-cell receptor signaling | ABC-DLBCL IkBa-CBG/CBR reporter, luminescence ratio, 4 h | Potency, µM (top dose mostly 46.1 µM), for the others: top-dose ratio change, negative = lower green/red ratio, most hits filed as inhibitors | 0.05% of 340,000 active | AID 493014; active = well fitted inhibition curve with a large enough effect in the signal ratio, with a control signal flat, not every such curve was filed as active; inconclusive = small, poorly fitted or top-dose-only effect, or effect the other way, or a change in a side signal; the % refers to the signal ratio;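 also: potency is read from the fitted curve at half-maximal effect; plate controls were basal doxycycline-induced cells for no effect and cells given 10 µM MG132 for full effect; MG132 reads +100%, hits lower the ratio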
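Doxycycline induced both beetle luciferases in TMD8 lymphoma cells; IKK-driven degradation limits the IkappaBalpha-fused green signal, while red luminescence normalises for cell number and nonspecific effects. Compounds tested up to 46 uM, 4 hrs.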
ELG1 DNA repair: blocks ELG1-dependent DNA repair in HEK293T cells; Potency, µM (doses to about 46.1 µM), for inactives: at the top dose activity change, negative = inhibition, usual class: inhibitors; HEK293T ELG1-luciferase reporter, luminescence, 16 h; DNA damage induced by 5-fluorouridine; 2.3% of 330,000 active; also: potency is read from the fitted curve at half-maximal effect; % is scaled to controls: 0 for no effect and ±100 for the full control effect; nearly all actives have a fitted effect of over 55% in size
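HEK293T cells expressing luciferase-tagged ELG1 (2,000/well) received 5-Fluorouridine plus compound or DMSO for 16 hr at 37 °C. Luciferase was read by ONE-Glo luminescence after 30 min at room temperature.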
TSG101-PTAP inh: blocks PTAP/TSG101 interaction to inhibit HIV-1 budding; Q99816; Fluorescence polarization, FITC-PTAP peptide / Tsg101 binding; Potency, µM (doses to about 115 µM), without a hit: top-dose activity change, negative = inhibition, hits mostly inhibitors; 340,000 tested, under 10 active; AID 493005; active = well fitted inhibition curve with a large enough effect in the main read-out, with a control signal flat, not every such curve was filed as active; inconclusive = small, poorly fitted or top-dose-only effect, or effect the other way, or a change in a side signal; inactive = no such curve, though single readings can be large or run the other way; also: potency is read from the fitted curve at half-maximal effect; % of control where 0% means no effect
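Steps: Tsg101 binding domain dispensed (10 uM final), compounds pinned in DMSO, FITC-labeled PTAP-motif peptide added (50 nM final); after 20 min binding at room temperature, polarization measured.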
Starred values were filed as active, the others as inactive; ? = inconclusive; . = no result given; [ ] = another dose, or the depositor's remark. Unless noted, calls follow the shape of the dose curve; as a rule, active = well fitted curve in the direction sought with a large enough effect; inconclusive = small, poorly fitted or top-dose-only effect, or another doubt; inactive = no such curve, though single readings can be large; an effect the other way counts as inactive or inconclusive.

SMILES | B2AR arrestin | USP2a inh | TCR activator | uPA surface inh | Eya2 inh | TSHR antag | Tb PFK block | Mito fusion yeast | BCR signal inh | ELG1 DNA repair | TSG101-PTAP inh
CCOC(=O)N1CCN(c2cccc(C)c2C)CC1 | -0.6% | -2% | 3% | 1% | -15% | -6 | 8% | -2% | 2% | -3% | 1%
CNC(=S)N/N=C/c1cc(C)n(-c2ccc(Cl)c(Cl)c2)c1C | ? | 0% | -2%[46.1 µM] | -2% | -13% | 11 | -16% | . | ? | ? | 2%
CCN(CC)CCCNC(=O)C1CCC(CNS(=O)(=O)c2c(C)cc(C)cc2C)CC1 (stereo unspecified) | 0.1% | 1% | -6% | ? | 13% | -4 | 0% | 20% | 0% | -4% | -2%
CSc1nsc(SCC(=O)Nc2ccc(C(=O)O)cc2)n1 | -0.7% | 5% | -5% | 1% | 4% | -1 | -10% | 4% | ? | 7% | 0%
O=C(CCc1ccccc1)NNC(=O)c1ccc(NC(=O)c2ccccc2)cc1 | 0.0% | -2% | 1%[46.1 µM] | 3% | -3% | 0 | ? | -4% | 0% | 7% | -1%
O=C(CSc1nnnn1-c1ccc(Cl)cc1)NC(=O)Nc1ccc2c(c1)OCCO2 | -0.5% | 3% | -1%[46.1 µM] | -4% | -3% | 8 | -1% | -5% | 14% | ? | -3%
CCOc1ccc(S(=O)(=O)NCCC(=O)N2CCC(Cc3ccccc3)CC2)cc1 | 0.3% | 3% | 6% | -5% | 7% | -5 | -3% | 9% | -6% | -19% | -4%
CCCCn1c(N)c(Sc2ccc(Cl)cc2)c(=O)[nH]c1=O | 0.1% | 2% | -5% | . | 14% | 5 | -4% | -1% | -3% | 0% | -4%
Cn1ncc(Cl)c1C(=O)N1CCC(Cc2ccccc2)CC1 | -0.3% | 1% | -1% | -8% | 9% | 3 | 1% | -4% | -2% | 0% | -7%
Cc1cc(C)cc(NC(=O)CCCCCN2C(=O)[C@@H]3Cc4ccccc4CN3C2=O)c1 | 0.3% | 0% | -2% | -26% | -14% | -2 | 10% | -1% | -25% | -11% | 0%
CCOc1ccc(N(CC(=O)Nc2ccc(C)c(C)c2)S(C)(=O)=O)cc1 | 0.1% | 0% | . | 3% | 0% | 4 | 2% | -4% | -3% | ? | -3%
CSc1sc(C(=O)N(C)C)cc1S(=O)(=O)C(C)C | 0.0% | -1% | -8% | -18% | 12% | 8 | 3% | -5% | 1% | 19% | -2%
C[C@@H](C[C@@H](O)[C@H](O)C(C)(C)O)[C@@H]1CC[C@]2(C)C3=CC[C@H]4C(C)(C)C(=O)CC[C@]4(C)[C@H]3CC[C@@]12C | -0.3% | 2% | 7% | -17% | 0% | -6 | 0% | -13% | ? | -23% | -3%
CCOC(=O)c1sc2nc(CC(=O)OC)nc(N3CCN(c4ccc(OC)cc4)CC3)c2c1C | -0.9% | 1% | -3% | 0% | 4% | -12 | 6% | 20% | ? | ? | -3%
Cc1cc2nnc(SCC(=O)Nc3cc(S(=O)(=O)N4CCOCC4)ccc3Cl)n2c2ccccc12 | -0.8% | -1% | 10%[46.1 µM] | 0% | 5% | -8 | 1% | -10% | 0% | 18µM* | 0%
Cc1cc2c(cc1S(=O)(=O)N(C)C1CCCCC1)OCC(=O)N2 | 0.4% | -2% | -7% | 5% | -17% | -9 | 1% | -1% | -4% | ? | -4%
Cc1ccc(S(=O)(=O)NCC2CCC(C(=O)O)CC2)cc1 (stereo unspecified) | -0.1% | 1% | -1% | . | 4% | 15 | -4% | 0% | -15% | -10% | -4%
COc1ccc(NCc2nc3ccccc3n2CCOc2ccc(C)cc2)cc1 | -0.2% | -2% | -10% | -16% | -1% | -9 | -4% | ? | ? | ? | -9%
O=C(CN1CCN(S(=O)(=O)c2cc(Cl)ccc2Cl)CC1)c1ccc(O)c(O)c1 | 0.3% | -6% | 1% | ? | 7% | -7 | ? | 1% | ? | ? | -6%
CN(C)c1ccc(/C=N/NC(=O)c2ccc3nc[nH]c3c2)cc1 | -0.8% | 10% | -1% | -3% | ? | -6 | 0% | 3% | ? | ? | -4%
CCOC(=O)c1ccc(NC(=O)C2CCCN(S(=O)(=O)c3ccc(F)cc3)C2)cc1 (stereo unspecified) | 0.2% | 0% | -3% | . | -7% | ? | 1% | -1% | ? | 16µM* | -9%
NS(=O)(=O)OCc1ccc(C(F)(F)F)cc1 | -1.2% | 0% | -4% | -1% | 12% | -1 | -6% | 1% | 1% | -6% | -8%
COC(=O)c1ccc(NC(=O)CSc2nncn2-c2cccnc2)cc1 | -1.5% | 4% | 1% | 2% | -1% | -15 | 1% | -7% | -1% | -3% | -9%
CCOc1ccc2ccccc2c1/C=N\NC(=O)OC | 0.1% | -8% | -1%[46.1 µM] | 2% | 2% | 5 | -11% | -1% | 0% | -1% | -1%
Cc1nc2c(-c3ccc(F)cc3)c(C)nn2c(C)c1CCC(=O)N1CCN(c2ccccc2)CC1 | 0.3% | 0% | 14% | -14% | -7% | -6 | -5% | 2% | 4% | -1% | -6%
O=C(CN(C(=O)CCC(=O)Nc1nccs1)c1ccc(F)cc1)NCc1ccccc1 | 0.5% | 2% | 6% | -1% | -5% | -7 | 2% | -1% | 0% | 0% | -2%
Cc1nnc(NC(=O)CSc2n[nH]c(-c3ccccc3C)n2)s1 | -1.6% | 1% | 6% | 2% | 4% | -1 | 2% | -6% | -22% | ? | -8%
Cc1cccc(Oc2ncnc3oc(-c4ccccc4)cc23)c1C | -0.3% | 1% | 4% | 2% | -22% | 1 | 4% | 0% | 1% | -2% | 1%
Cc1ccc2c(c1)c1c3n2CCCNC3CCC1 (stereo unspecified) | -1.0% | -2% | 5% | . | -3% | 7 | -1% | -14% | ? | 19% | 0%
COC(=O)c1cc2cc(Cl)ccc2nc1SC | 0.4% | 4% | 0% | -9% | -1% | -2 | 0% | -3% | 6% | -12% | 1%
O=C(c1ccco1)N1CCN=C1SCc1cccnc1 | -0.6% | 2% | -5% | -1% | -18% | -9 | -2% | 4% | -2% | -13% | -12%
CCOc1ccc(-c2cc(CCCC(=O)NCc3ccco3)no2)cc1 | -0.1% | 5% | 0%[46.1 µM] | ? | 6% | -2 | -3% | -7% | ? | ? | -2%
N/C(=N\c1nc2ccccc2o1)NC(=O)c1ccccc1NC(=O)c1ccccc1 | 0.4% | 0% | 0% | 1% | 1% | -17 | 0% | 1% | ? | ? | -5%
CN(C)C=Nc1ncc2c3ccccc3n(CCN(C)C)c2c1C#N | -0.1% | ? | -26% | 3% | -5% | -1 | 3% | 3% | ? | 6.5µM* | -2%
COc1ccccc1CNC(=O)C[n+]1ccccc1 | 0.0% | 3% | -4% | -3% | 9% | 4 | 1% | 3% | ? | -1% | -3%
CC(=O)Nc1ccc(Oc2cc(NC(C)=O)cc([N+](=O)[O-])c2)cc1 | 0.4% | 2% | 3% | -1% | -2% | -7 | -5% | -5% | -8% | 3% | 0%
COc1ccc(C(=O)N2CCN(c3ccc(NC(=O)c4cccnc4)cc3)CC2)cc1 | -0.8% | 0% | 1% | 9% | -6% | 2 | -2% | 3% | ? | ? | 1%
Cc1ccc(Cl)cc1-c1ccc(/C=N/n2cnnc2)o1 | -1.5% | -2% | 3%[46.1 µM] | -16% | 2% | 5 | -12% | -6% | -3% | -5% | -1%
O=C1NC(c2ccc(Cl)cc2)=COc2ccccc21 | -0.3% | 0% | -17% | 12% | 2% | -14 | -1% | 4% | 4% | ? | 1%
Cc1cnc(C(=O)OCc2c(C)cc(C(C)(C)C)cc2C)cn1 | -0.7% | -7% | -2% | 3% | -18% | -13 | -10% | -14% | -12% | ? | -6%
COc1ccc(CSC2=CS(=O)(=O)c3ccccc3N2)cc1 | 0.2% | -2% | -3% | . | 0% | -9 | 4% | 8% | -5% | ? | 3%
CC(C)Cn1cc(C(=O)NCCCOC(C)C)c2c3ccccc3n(C)c2c1=O | 0.1% | 2% | 9% | -2% | 4% | -5 | 1% | 0% | -4% | ? | 3%
COc1ccc(-c2nc3cc(C)ccn3c2NCc2ccc3c(c2)OCO3)cc1 | 0.3% | 0% | -1% | 1% | -8% | 22 | 0% | -4% | ? | -15% | -5%
CC(C)N=C(NC#N)SCc1ccc(F)cc1 | 0.2% | 0% | . | -3% | 6% | -1 | -1% | 4% | 0% | 21% | .
